Source: PubChem BioAssay
TcdB GH inh = TcdB glycohydrolase inhibitors, primary screen, biochemical, single point, plate reader; inhibition, % at 9.99 µM; TcdB glycohydrolase enzymatic assay; AID 652162, 2013; Toxin B (Clostridioides difficile), P18177; 350,000 compounds, 0.24% hits; in the data active = inhibition above about 10%
Anthrax LF inh2 = Bacillus anthracis LF protease inhibitors, primary screen, biochemical, multiplex microsphere, MLPCN library; 360,000 compounds, 0.12% hits; multiplex microsphere protease cleavage assay; AID 588501, 2011; Lethal factor (Bacillus anthracis), P15917; inhibition, % at 10 µM; in the data active = inhibition above about 30%; inconclusive = no clear call, values can overlap the other calls; note: plate controls were buffer without enzyme for full effect and enzyme alone for no effect
Target sequence (P15917 whole entry, looked up): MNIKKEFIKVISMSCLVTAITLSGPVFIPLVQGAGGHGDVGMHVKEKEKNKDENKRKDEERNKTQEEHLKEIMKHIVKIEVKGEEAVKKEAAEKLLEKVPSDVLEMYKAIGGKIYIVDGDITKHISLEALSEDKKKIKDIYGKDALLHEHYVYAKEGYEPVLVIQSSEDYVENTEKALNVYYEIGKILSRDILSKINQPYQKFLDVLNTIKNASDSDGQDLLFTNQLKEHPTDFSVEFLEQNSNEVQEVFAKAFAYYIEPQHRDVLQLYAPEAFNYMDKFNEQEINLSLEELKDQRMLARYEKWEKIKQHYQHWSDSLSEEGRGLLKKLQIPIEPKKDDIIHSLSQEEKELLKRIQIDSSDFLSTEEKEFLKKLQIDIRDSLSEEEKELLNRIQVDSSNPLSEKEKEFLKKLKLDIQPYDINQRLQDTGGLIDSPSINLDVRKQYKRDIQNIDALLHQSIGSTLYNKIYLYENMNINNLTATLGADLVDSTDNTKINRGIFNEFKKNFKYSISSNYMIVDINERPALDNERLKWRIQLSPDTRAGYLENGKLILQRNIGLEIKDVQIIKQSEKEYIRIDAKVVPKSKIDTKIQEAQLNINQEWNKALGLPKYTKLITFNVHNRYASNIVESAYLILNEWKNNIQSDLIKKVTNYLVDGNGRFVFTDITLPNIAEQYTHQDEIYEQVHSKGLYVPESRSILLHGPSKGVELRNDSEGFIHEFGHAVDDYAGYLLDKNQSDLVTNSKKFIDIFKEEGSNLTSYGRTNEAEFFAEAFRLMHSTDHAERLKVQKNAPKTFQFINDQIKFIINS
MazEF act = activators of E. coli MazEF toxin-antitoxin RNase, primary screen, biochemical, fluorescence, uHTS; Endoribonuclease toxin MazF (Escherichia coli (strain K12)), P0AE70; FAM/BHQ RNA-DNA oligo cleavage fluorescence, 5 h; activation, % at 20 µM; 350,000 compounds, 0.32% hits; in the data active = activation above about 50%
Target sequence (P0AE70 whole entry, looked up): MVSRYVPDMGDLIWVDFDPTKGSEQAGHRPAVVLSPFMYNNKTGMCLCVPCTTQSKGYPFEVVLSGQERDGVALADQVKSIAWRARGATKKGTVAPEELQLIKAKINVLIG
PriA SSB inh = inhibitors of Klebsiella pneumoniae PriA binding to SSB C-terminal tail, primary screen, biochemical, AlphaScreen | PriA–SSB C-terminal tail interaction (Klebsiella pneumoniae) | inhibition, % at 33 µM | AID 1272365, 2023 | 430,000 compounds, 0.6% hits | AlphaScreen SSBct-PriA binding, biotinylated peptide; in the data active = inhibition mostly above about 37%, no sharp cut-off; inactive = mostly below about 20%;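 note: plate controls were negative control peptide for no effect and reference peptide for full effect; strong numbers were not always called active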
Yp Topo-I inh = Yersinia pestis topoisomerase I inhibitors, primary screen, biochemical, cleavage product accumulation, plate reader, single point; DNA topoisomerase I (Yersinia pestis CO92); Y. pestis Topo-I cleavage product accumulation; activity, % at 10 µM; 360,000 compounds, 0.064% hits; in the data active = activity above about 50%, passing the limit was not always enough; inconclusive = no clear call, values can overlap the other calls; note: inactives centre near 2
BH1578 lux ind = inducers of Vibrio cholerae quorum light production without autoinducers, primary screen, BH1578 luxS cqsA deficient, single point; V. cholerae BH1578 lux reporter, luminescence, 6 h; activation, % at 18.7 µM; 350,000 compounds, 0.16% hits; AID 588436, 2011; in the data active = activation mostly above about 9.7%, no sharp cut-off; inconclusive = no clear call, values can overlap the other calls; inactive = mostly below about 3.7%; note: not every result past the cut was called active; inactives centre near 0; reference of the scale not given here
3CLpro inhibitor = SARS-CoV 3CLpro protease inhibitors, primary screen, biochemical, quenched FRET; recombinant SARS-CoV 3CLpro, quenched FRET peptide cleavage; inhibition, % at 6 µM; 290,000 compounds, 0.14% hits; AID 1706, 2009; in the data active = inhibition above about 12%
VHR inh abs = VHR1 phosphatase inhibitors, primary screen, biochemical, absorbance, uHTS. recombinant VHR phosphatase, pNPP absorbance. inhibition, % at 13.3 µM. 290,000 compounds, 0.52% hits. AID 1654, 2009; in the data active = inhibition above about 50%; note: some compounds called inactive have numbers as strong as hits
Target sequence (P51452 whole entry, looked up): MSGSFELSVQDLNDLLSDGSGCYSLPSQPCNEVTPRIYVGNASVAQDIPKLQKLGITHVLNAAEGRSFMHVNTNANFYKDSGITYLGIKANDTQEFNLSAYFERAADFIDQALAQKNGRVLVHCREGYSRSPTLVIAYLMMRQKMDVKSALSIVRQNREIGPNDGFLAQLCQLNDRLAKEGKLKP
PfHsp40 yeast = rescue of yeast from PfHsp40 toxicity, primary screen, S. cerevisiae, ATP luminescence; S. cerevisiae expressing PfHsp40, growth rescue; growth rescue, % at 12.5 µM; 340,000 compounds, 0.68% hits; AID 504582, 2011; in the data active = growth rescue above about 28%, passing the limit was not always enough; inconclusive = no clear call, values can overlap the other calls;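 note: yeast W303a lacking pdr1 and pdr3 grown in galactose medium; growth measured after three days at 30 °C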
Rv3671c inh = Rv3671c serine protease inhibitors, primary screen, biochemical, fluorescence polarization, M. tuberculosis H37Rv; P9WHR9; inhibition, % at 5.96 µM; 320,000 compounds, 0.048% hits; AID 2606, 2010; in the data active = inhibition above about 38%;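 note: extracellular domain of Rv3671c used as enzyme; 0% = enzyme with DMSO and 100% = no enzyme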
* hit, by the source's call; i = inactive; u = inconclusive; x = no result given; & = joins results of further samples. Only part of the results is shown; the hit share may differ from the screen's.

smiles | TcdB GH inh | Anthrax LF inh2 | MazEF act | PriA SSB inh | Yp Topo-I inh | BH1578 lux ind | 3CLpro inhibitor | VHR inh abs | PfHsp40 yeast | Rv3671c inh
CC[C@H]1CN2CCC1C[C@@H]2[C@@H](O)c1ccnc2ccc(OC)cc12 (some centres undefined) | 1.6 | -3 | -1 | 6 | -2 | i | x | x | 0.4 | x
Cc1cc(NS(=O)(=O)c2ccc(NC(=O)c3ccc(Cl)nc3)cc2)nc(C)n1 | 2.9 | -5 | 4 | x | -4 | -1.4 | x | x | x | x
CCOc1ccc(NC(=O)N(C2CCCC2)C2CCN(C(C)=O)CC2)cc1 | 1.1 | -1 | 5 | 4 | 4 | -2.0 | -1 | 22 | -0.2 | 4
COc1ccc(Cc2nnc(NC(=O)Cn3cnc4c3c(=O)n(C)c(=O)n4C)s2)cc1 | x | 6 | -9 | -15 | 3 | i | -5 | 27 | -0.6 | -3
CCN1CCN(c2ccc(S(=O)(=O)N3CCCCC3)cc2NC(=O)/C=C/c2ccc(F)cc2)CC1 | 0.9 | 0 | 4 | 4 | -7 | 27 | x | x | 1.5 | 2
COCc1c(CCl)cnc(C)c1O | 1.1 | -1 | 5 | -11 | -10 | x | 1 | 17 | 0.9 | 3
O=c1c2cn[nH]c2nc(SCc2c(F)cccc2F)n1-c1ccc(Cl)cc1 | 0.4 | 1 | 3 | 4 | -7 | 1.6 | 3 | 6 | 0.2 | -7
O=c1c2c(nc3cc(-c4ccc(F)cc4)[nH]n13)CCCC2 | x | -1 | 17 | -12 | -8 | 2.8 | 0 | 28 | 1.4 | 1
Cc1ccc(NC(=O)CCc2ccc(C)o2)c(C)c1 | -0.4 | -5 | 8 | 2&-5 | 1 | -8.5 | 1 | -14 | -1.4 | -8
Cc1cccc(OCC(O)Cn2c(N3CCCCC3)nc3c2c(=O)[nH]c(=O)n3C)c1 (centres undefined) | 0.8 | 4 | 2 | -1 | -10 | -1.5 | 2 | -12 | -0.8 | x
CC1=NNC(=O)C1C(c1ccc(F)cc1)C(C#N)C#N (centres undefined) | x | 0 | 14 | -18 | -3 | -3.1 | 1 | x | -1.3 | 2
Cc1ccc2cc(CN(C(=O)c3ccncc3)C(C)C)c(=O)[nH]c2c1 | x | 1 | 8 | 6 | 2 | -0.6 | 4 | -6 | -0.1 | -23

(listing goes on)
smiles | TcdB GH inh | Anthrax LF inh2 | MazEF act | PriA SSB inh | Yp Topo-I inh | BH1578 lux ind | 3CLpro inhibitor | VHR inh abs | PfHsp40 yeast | Rv3671c inh
O=C(COC(=O)/C=C/c1cccc(Br)c1)NCc1ccco1 | -0.9 | 9 | 4 | -10 | -2 | i | x | x | -0.6 | 7
CCOc1ccc(-c2nc(N)ncc2Oc2ccc(OC)cc2)c(O)c1 | 0.8 | 0 | -4 | 9 | 6 | -0.3 | 6 | 22 | 3.9 | -3
O=C(N/N=C/c1sc(N2CCOCC2)nc1-c1ccccc1)c1ccccc1O | x | 0 | -5 | x | -6 | -0.2 | 1 | 12 | 238* | 8
COCCNC(=S)N(C)[C@H]1C[C@H]2c3cc(-c4ccccc4)ccc3CCN2C(=O)[C@H]1[C@H](C)O | 1.9 | -3 | 5 | x | 15 | -0.3 | x | x | x | x
CCCC(=O)Nc1ccccc1-c1nnn(CC(=O)Nc2ccc(OCC)cc2)n1 | x | -7 | -8 | -12 | 4 | 3.8 | 0 | -18 | 0.3 | -8
CCCCNC(=O)Nc1ccc(C(O)(C(=O)OCC)C(F)(F)F)cc1 (centres undefined) | x | 3 | -3 | -21 | 8 | -0.6 | -1 | 40 | -0.4 | -3
COc1cc2c(cc1OC)C(Cc1ccc(O)cc1)N(C)CC2 (centres undefined) | -3.0 | 0 | 9 | -17 | 2 | i | -1 | -8 | 2.4 | 1
COc1ccc(C(=O)NNC(=S)NC(=O)c2ccc(OC)cc2)cc1 | 0.0 | -4 | 6 | -1 | -2 | -0.4 | 2 | 27 | 14 | 3
COc1ccc([C@H]2C(C(=O)O)=C[C@@H](C(C)(C)C)N2S(=O)(=O)c2ccccc2)cc1 | 0.1 | -4 | 4 | -13 | 5 | i | x | x | 0.3 | -3
Cc1cc(F)ccc1-c1cc(C(=O)NCc2ccco2)[nH]n1 | 2.7 | -4 | x | x | 4 | 0.4 | x | x | x | x
S=C(N/N=C1\CCc2ccccc21)NC1CCCCC1 | 1.1 | 0 | -11 | x | 2 | -0.4 | 2 | 24 | 5.5 | 0
Cc1cc(F)ccc1S(=O)(=O)N(C(=O)c1ccncc1)c1ccc(OC(=O)c2ccncc2)cc1 | 0.0 | -6 | -2 | -4 | 23 | i | 3 | 6 | 422* | 1

Next part:
smiles | TcdB GH inh | Anthrax LF inh2 | MazEF act | PriA SSB inh | Yp Topo-I inh | BH1578 lux ind | 3CLpro inhibitor | VHR inh abs | PfHsp40 yeast | Rv3671c inh
COc1cc(C(=O)COC(=O)c2ccc([N+](=O)[O-])o2)cc(OC)c1OC | 1.5 | -12 | 4 | -8 | 1 | -3.2 | x | x | 1.1 | -1
COc1ccc(OC(C)C(=O)N2CCOCC2)cc1 (centres undefined) | x | -6 | 1 | -10 | 3 | -3.2 | -7 | 10 | -1.0 | -6
O=C1c2ccccc2C(Nc2ccc(-c3nc4ccccc4[nH]3)cc2)N1Cc1ccco1 (centres undefined) | -0.1 | -11 | 0 | 7 | 1 | -0.6 | -3 | 2 | -0.2 | 1
CCC(=O)NNc1cc(=O)c2c(=O)n(C)c(=O)n(C)c2[nH]1 | x | 0 | 0 | -11 | -4 | i | 4 | 30 | -0.6 | -23
O=C1NC(Cc2ccc(O)cc2)c2nc3ccc(Br)cc3c(=O)n2-c2cc3ccccc3cc21 (centres undefined) | 1.8 | 5 | -39 | x | 43 | -1.1 | x | x | x | x
C=C(C)COc1ccc(-c2ncncc2-c2ccc(Cl)cc2)c(O)c1 | 0.6 | -1 | -9 | -12&-7 | 38 | -1.4 | 8 | x | 2.3 | 0
O=C(Nc1ccc(S(=O)(=O)N2CCCC2)cc1)c1cccnc1Cl | 1.4 | -1 | -2 | -16 | 9 | i | x | x | -1.0 | -5
CC(=O)N1CCCc2cc(S(=O)(=O)N3CCCC(C(=O)N4CCN(c5cccc(Cl)c5)CC4)C3)ccc21 (centres undefined) | 1.5 | -1 | 10 | -2 | u | -0.3 | -5 | -2 | 0.9 | -7
CSCCC(NC(=O)c1ccccc1Cl)C(=O)N1CCCC(C)C1 (centres undefined) | 1.2 | -3 | 8 | -14 | -4 | -0.9 | x | x | -0.3 | x
Cc1ccc(S(=O)(=O)N(C)CCCC(=O)Nc2cccc3ccccc23)cc1 | -0.6 | 1 | -4 | -9 | 26 | i | 8 | -4 | 0.5 | -4
O=C(NCCCN1CCOCC1)c1ccc(Cl)cc1Cl | -0.7 | -2 | 3 | -7 | -1 | -0.2 | 0 | 47 | 0.4 | -4
CC(=O)Nc1sc(NC(=O)c2ccc(C)cc2)nc1-c1cccs1 | x | 1 | 0 | -11 | 0 | x | -1 | 31 | -0.5 | 11

Remaining list, next part
smiles | TcdB GH inh | Anthrax LF inh2 | MazEF act | PriA SSB inh | Yp Topo-I inh | BH1578 lux ind | 3CLpro inhibitor | VHR inh abs | PfHsp40 yeast | Rv3671c inh
Cc1ccsc1C(=O)OCC(=O)NC1CCCCC1 | 1.9 | 3 | -4 | x | -1 | -3.7 | x | x | x | x
CCN(c1ccc(NC(=O)COC(=O)c2ccc([N+](=O)[O-])o2)cc1)C(C)C | 1.1 | -8 | -3 | 0 | -9 | i | x | x | -1.7 | -6
Cc1csc(NC(=O)CSc2nc3ccccc3c(=O)[nH]2)n1 | x | 16 | -15 | -3 | -6 | -0.3 | 4 | 7 | -0.8 | -8
COc1cc(N)c(Cl)cc1NC(=O)c1ccccc1 | x | -9 | -4 | -6 | -8 | -0.3 | 5 | 12 | -0.1 | 7
OCCC1CN(C2CCC2)CCN1Cc1ccc(F)c(F)c1 (centres undefined) | -3.9 | x | 4 | -6 | -3 | -0.4 | 3 | 12 | -0.2 | -1
CCCCN1C(=O)C(CC(=O)NC(c2ccccc2)c2ccccc2)CC(C(=O)N(CC)CC)=C1C (centres undefined) | 0.4 | 0 | 3 | x | 22 | -0.4 | x | x | x | x
CCCNCC(O)Cn1c2ccccc2n2c(=O)cc(C)c(C#N)c12 (centres undefined) | -2.1 | 3 | -1 | -1 | -1 | i | -3 | 0 | -1.0 | -20
Clc1ccc(SCCN2CCNCC2)cc1 | 0.1 | -2 | -5 | -1 | 3 | -0.2 | 1 | 20 | 0.9 | 2
COc1ccc(-c2csc(NC(=O)COC(=O)c3ccco3)n2)cc1 | 6.9 | 1 | 0 | 0 | -1 | i | -3 | 4 | 1.0 | -5
COc1ccc(-c2ccc(SCC(=O)Nc3cc(C)on3)nn2)cc1OC | x | 1 | 11 | 5 | 6 | -0.1 | 1 | 10 | 1.2 | -5
CCOc1ccc2nc(NC(=O)CS(=O)(=O)c3ccc(C)cc3)sc2c1 | 0.7 | 0 | -6 | -4 | 4 | i | 1 | 20 | 4.1 | -16
CCN1C(=O)NC(=O)/C(=C/c2cc(C)n(-c3sc(C)c(C)c3C#N)c2C)C1=O | 1.6 | -1 | 3 | 0 | 6 | 4.9 | -4 | 12 | -1.7 | -39

Following part:
smiles | TcdB GH inh | Anthrax LF inh2 | MazEF act | PriA SSB inh | Yp Topo-I inh | BH1578 lux ind | 3CLpro inhibitor | VHR inh abs | PfHsp40 yeast | Rv3671c inh
CCCOc1ccc(C(=O)CCC(=O)OCC(=O)N2CCN(S(=O)(=O)c3ccc(C)cc3C)CC2)cc1 | 0.5 | -1 | -13 | -4 | 23 | i | x | x | 0.0 | x
O=C(NNC(=O)c1ccccc1Cl)c1ccco1 | 2.3 | 1 | 13 | -9 | 2 | -0.6 | 3 | 27 | 1.0 | 4
C/C(CC(=O)Nc1cc(C)cc(C)c1)=N\NC(=O)c1ccccn1 | -1.5 | 2 | 4 | x | 4 | -0.2 | -3 | 17 | -0.1 | -1
O=C(CN1C(=O)CSC1=O)Nc1ccc2c(c1)OCCO2 | x | -5 | 9 | -5 | 4 | -0.3 | 1 | 24 | -0.9 | 5
COc1ccc(-c2noc(-c3csc([C@@H]4O[C@H](CO)[C@H](O)[C@H](O)[C@H]4O)n3)n2)cc1OC | 0.8 | -4 | x | x | 1 | i | x | x | x | x
CN(C)S(=O)(=O)c1cccc(NC(=O)CCc2c[nH]c3ccccc23)c1 | 1.2 | -9 | -12 | 13 | -10 | -1.7 | 6 | 24 | -0.7 | 5
CS(=O)(=O)N1CCN(c2ccc(C(=O)NC3C4CC5CC(C4)CC3C5)cc2[N+](=O)[O-])CC1 (centres undefined) | x | -1 | -1 | -2 | 33 | -0.4 | -2 | 27 | -1.0 | -5
Cc1onc(-c2c(F)cccc2Cl)c1C(=O)NC(=S)NCc1cccnc1 | -0.6 | -1 | -1 | 10 | 0 | i | 0 | -7 | 0.9 | -2
COc1ccc([C@H]2C[C@@H](O)[C@H](n3cc(C4CC4)nn3)CN2Cc2cccs2)cc1 | -7.4 | -4 | 3 | x | 3 | -0.4 | x | x | x | x
CCOC(=O)c1ccc(-[n+]2c(-c3ccccc3)cc(-c3ccccc3)cc2-c2ccccc2)cc1 | x | x | 16 | -2 | x | x | x | x | 1.4 | 3
COc1ccc(NC(=O)N2CC(C)OC(C)C2)cc1OC (centres undefined) | x | -2 | 0 | -5 | -13 | 4.6 | -6 | 33 | -1.4 | -7
